# TRHR enhancer: TRH receptor (human) allosteric enhancement; TRHR cells, fluo-8 calcium fluorescence, EC20 TRH enhancement; enhancement, % at 2 µM; P34981; actives 0.66% (n = 360,000); in the data active means enhancement above about 30%; further: 0% is about no effect
#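 TRHR-expressing cells loaded with fluo-8 calcium dye were read kinetically (ex 480/em 530) during compound addition, then stimulated with an EC20 of TRH (10 nM final). Enhancement of the Gq-mediated intracellular calcium response was scored.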
# IDH1 R132H inh: human IDH1 R132H inhibition; IDH1-R132H enzyme, NADPH consumption, diaphorase/resazurin fluorescence; Potency, µM (highest dose often 76.6 µM), without a hit: at the top dose activity change, negative = inhibition, most hits filed as inhibitors; O75874; actives 0.093% (n = 390,000); further: potency means the concentration at half of the fitted maximal effect; on the % scale 0 is the no-effect control and ±100 the full control effect; nearly all actives have a fitted effect of over 65% in size
#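 IDH1-R132H (0.5 ug/mL dispensed) in pH 7.5 Tris buffer was preincubated 30 min with compound, then given a substrate mix of 0.016 mM NADPH and 2 mM alpha-KG for 80 min at room temperature; remaining NADPH was read by diaphorase/resazurin fluorescence.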
# TRHR agonist: TRH receptor (human) agonism; activation, % at 2 µM; P34981; actives 0.18% (n = 360,000); TRHR cells, calcium flux fluo-8, FDSS agonist mode; AID 493084; in the data active means activation above about 30%; further: 0% is about no effect
#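 Fluo-8-loaded TRHR cells; 10 s baseline, compound added, kinetic Ca2+ fluorescence read 1/s, agonist mode.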
# TrxR1 substrate: substrates of rat thioredoxin reductase 1; O89049; purified TrxR1 substrate turnover, NADPH consumption readout; Potency, µM (highest dose often 114 µM), without a hit: at the top dose activity change, negative = substrate turnover; actives 0.01% (n = 390,000); further: potency means the concentration at half of the fitted maximal effect; on the % scale 0 is the no-effect control and ±100 the full control effect; nearly all actives have a fitted effect of over 50% in size
#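 Rat TrxR1, dispensed at 90 nM, was prereduced with 400 uM NADPH (final) for 5 min at ~22 deg C, then incubated with compound 15 min before 400 uM selenite. A first-read NADPH fluorescence drop versus no-compound background flagged substrates.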
# TrxR1 inh: inhibitors of rat thioredoxin reductase 1; O89049; recombinant rTrxR1, NADPH fluorescence consumption, selenite substrate; Potency, µM (highest dose often 114 µM), without a hit: top-dose activity change, negative = inhibition, usual class: inhibitors; actives 1% (n = 390,000); AID 588453; further: potency means the concentration at half of the fitted maximal effect; on the % scale 0 is the no-effect control and ±100 the full control effect; nearly all actives have a fitted effect of over 65% in size
#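 Rat TrxR1 (90 nM in the dispensed reagent) was pre-reduced with 400 uM NADPH for 5 min at room temperature, then incubated with compound for 15 min. After 400 uM selenite was added, NADPH fluorescence (Ex 340/Em 450 nm) was followed for 8 min.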
# USP1 inh: inhibitors of human USP1/UAF1 deubiquitinase; recombinant USP1/UAF1, Ub-Rhodamine cleavage fluorescence; actives 0.23% (n = 390,000); Potency, µM (titrated, usually from 57.1 µM), for inactives: at the top dose activity change, negative = inhibition, usual class: inhibitors; AID 743255; further: potency means the concentration at half of the fitted maximal effect; on the % scale 0 is the no-effect control and ±100 the full control effect; nearly all actives have a fitted effect of over 60% in size; inactives centre near -12
# Target sequence (O94782 whole entry, looked up): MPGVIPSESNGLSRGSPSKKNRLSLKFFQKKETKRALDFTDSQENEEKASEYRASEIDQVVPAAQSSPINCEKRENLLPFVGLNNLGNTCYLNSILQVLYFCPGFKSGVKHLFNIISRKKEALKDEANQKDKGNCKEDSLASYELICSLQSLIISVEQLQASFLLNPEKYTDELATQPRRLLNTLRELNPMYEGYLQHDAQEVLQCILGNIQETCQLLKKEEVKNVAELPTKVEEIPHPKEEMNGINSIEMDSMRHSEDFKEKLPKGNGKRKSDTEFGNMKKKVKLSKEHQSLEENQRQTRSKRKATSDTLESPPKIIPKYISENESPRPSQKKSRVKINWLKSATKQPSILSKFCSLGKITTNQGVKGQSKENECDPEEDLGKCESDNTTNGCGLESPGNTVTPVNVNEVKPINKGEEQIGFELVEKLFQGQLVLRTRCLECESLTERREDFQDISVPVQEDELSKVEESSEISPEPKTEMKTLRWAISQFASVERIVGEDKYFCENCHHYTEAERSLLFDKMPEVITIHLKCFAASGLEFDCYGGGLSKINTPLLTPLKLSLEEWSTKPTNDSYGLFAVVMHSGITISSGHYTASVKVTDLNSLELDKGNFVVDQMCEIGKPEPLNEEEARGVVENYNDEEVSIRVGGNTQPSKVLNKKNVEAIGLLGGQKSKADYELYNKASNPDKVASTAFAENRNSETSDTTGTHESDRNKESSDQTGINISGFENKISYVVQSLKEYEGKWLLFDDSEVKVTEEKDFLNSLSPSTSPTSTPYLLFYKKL
#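 High-throughput fluorogenic screen: 1nM USP1/UAF1 complex, Ub-Rho substrate 150nM final, 50mM HEPES pH 7.8 with 0.5mM EDTA, 0.1 mg/ml BSA, 1mM TCEP and 0.01% Tween-20.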
# PI4K2A inh: inhibitors of human PI4K2A. Q9BTU6. purified PI4K2A, ADP-Glo luminescence, 1 h; stronger effect = lower value. activity change, negative = inhibition, % at 76.9 µM. actives 0.13% (n = 420,000). AID 1346378; in the data active means activity change below about -50%; inconclusive means mostly about -30% to -49%;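 further: -100% = wells without enzyme as full effect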
#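 ADP-Glo luminescence measured ADP generated by PI4K2A enzyme (4 ug/mL before mixing) with 1.2 mM PI substrate (pre-mix) and 300 microM ATP (pre-mix). Tris pH7.5 buffer with MgCl2, Triton X-100; 1 h reaction at ambient temperature.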
# D2 agonist: D2 dopamine receptor (human) agonism. actives 0.53% (n = 340,000). HEK293 T-REx D2 cells, calcium flux agonist mode. AID 485358. activation, % at 2 µM;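 active means activation over 3 SD above normal in the single-dose calcium agonist read, cut at about 30% in these data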; further: 0% is about no effect
#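 In this primary screen, compounds producing a positive calcium signal within 180 s of addition to tetracycline-induced, force-coupled HEK293 Trex D2 cells are flagged; cells are dye-loaded with a no-wash calcium kit beforehand.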
# D2 antagonist: antagonizes the human D2 dopamine receptor; P14416; HEK293 TREx D2 cells, calcium flux, dopamine EC80; inhibition, % at 10 µM; actives 2% (n = 340,000); AID 485344; in the data active means inhibition above about 30%; further: 0% is about no effect
#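 Antagonism is scored as inhibition of an EC80 dopamine-evoked calcium signal in a force-coupled, tetracycline-inducible HEK293 T-REx D2 line, with compound present 180 s before agonist.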
# Starred values were filed as active, the others as inactive; ? = inconclusive; . = no result given; & = joins results of further samples; [ ] = another dose, or the depositor's remark. Unless noted, the call rests on the fitted dose curve; in most records, active means well fitted inhibition curve with a large enough effect; inconclusive means small, poorly fitted or top-dose-only effect; inactive means no such curve, though single readings can be large or run the other way. Not a hit list; 3.9% or so of the library scored in one or more.
cpd	structure	TRHR enhancer	IDH1 R132H inh	TRHR agonist	TrxR1 substrate	TrxR1 inh
1	O=C(O)CC(NC(=O)OCc1ccccc1)c1ccccc1 (centres undefined)	7	5%	0.1	5%	15%
2	CN1C(=O)C(/C(N)=N/NC(=O)c2ccccc2)C2CC1(C)Oc1ccccc12 (centres undefined)	-1	-6%	-0.1	0%	14%
3	COc1cc(OC)cc(C(=O)Nc2ccc(N3CCN(C(=O)c4cccs4)CC3)cc2)c1	8	6%	2.1	-1%	-4%
4	COc1ccc(OCCCCN(C)Cc2ccccc2)cc1	7	10%	0.1	8%	19%
5	Cn1c(=O)c(Oc2cc(Cl)cc(Cl)c2)nc2ccccc21	-2	3%	-0.8	21%	4%
6	COc1ccc(NS(=O)(=O)c2cc(NC(=O)CNC(=O)c3ccc(C)s3)ccc2Cl)cc1	-3	-5%	0.4	3%[57.1 µM]	5%[57.1 µM]
7	CCc1nc(Nc2cccc(OC)c2)c2oc3ccccc3c2n1	5	10%	1.0	-13%[57.1 µM]	32%[57.1 µM]
8	c1ccc(C2CNCc3c2ccc2ccccc32)cc1 (centres undefined)	-1	4%	2.9	1%	79µM*
9	CCCCNc1nnc(SCC(=O)c2c[nH]c3ccccc23)s1	-3	4%	-0.1	-12%	-14%
10	COc1ccc(SC[C@H](Cc2ccccc2)N2CC[C@@H](O)CCC2=O)cc1	-8	2%	0.0	1%&-2%	5%&16%
11	O=C1C(=O)N(CNc2cccnc2)c2ccccc21	-6	-1%	0.3	-6%	-2%[57.1 µM]
12	CCOC(=O)c1c(C)[nH]c(C)c1S(=O)(=O)NCC1CCN(Cc2ccccc2OC)CC1	-7	-7%	-0.4	2%	6%

cpd	USP1 inh	PI4K2A inh	D2 agonist	D2 antagonist
1	-22%	2	-0.1	-13
2	-8%	3	-1.7	-16
3	1%	0	-0.4	-2
4	-17%	2	-0.5	-2
5	3%	-9	0.5	4
6	-23%	1	-1.5	15
7	-22%	1	1.0	-18
8	-17%	1	20	0
9	-15%	3	-0.4	3
10	-9%	-1	0.1	-1
11	-9%	-1	0.2	-2
12	-8%	-2	-0.7	33*

# (list continues)
cpd	structure	TRHR enhancer	IDH1 R132H inh	TRHR agonist	TrxR1 substrate	TrxR1 inh
13	O=c1cc(-c2ccccc2)oc2ccc(Br)cc12	.	10%	.	0%	-16%
14	O=C(CCC(=O)c1cccs1)OCC(=O)N1CCN(C(=O)c2ccco2)CC1	2	1%	-0.1	2%	?
15	COCCSc1ccccc1C(=O)Nc1ccc([N+](=O)[O-])cc1OC	-2	1%	-0.4	-2%	14%
16	CCO[C@@H]1OC(C(=O)N2CCOCC2)=C[C@H](c2ccc(C(F)(F)F)cc2)[C@H]1CCCO	3	10%	-0.2	0%	-5%
17	COc1ccc(S(=O)(=O)N2CCOCC2)cc1NC(=O)CSc1nnnn1C1CC1	-3	0%	0.2	3%	-8%
18	CN(C(=S)Nc1ccc(Oc2ccccc2)cc1)c1ccc(O)cc1	6	3%	-3.3	-16%	?
19	Cc1ccc(CN2CC(=O)N3[C@H]4c5ccccc5OC[C@@H]4[C@H](c4ccccc4)[C@]3(C)C2=O)cc1	10	9%	0.5	-9%	1%
20	c1ccc(COc2ccc(CNn3cnnc3)cc2)cc1	3	-3%	1.4	6%	27%
21	O=C(C1CCN(S(=O)(=O)c2cccnc2)CC1)N1CCN(c2ccc(Cl)cc2)CC1	-6	-2%	-0.4	4%	16%
22	CC1CCN(C(=O)COC(=O)Cn2cnc3c2c(=O)n(C)c(=O)n3C)CC1	0	-4%	-0.3	-1%	10%
23	O=C(Nc1ccc(Oc2cccnc2)cc1)C1CCN(Cc2cc(Cl)ccc2O)CC1	-9	8%	0.6	17%	24%
24	NC(=O)c1ccc(NC(=O)c2cncn2-c2ccccc2)cc1	7	2%	-1.1	7%[57.1 µM]	6%[57.1 µM]

cpd	USP1 inh	PI4K2A inh	D2 agonist	D2 antagonist
13	-26%	-2	.	.
14	9%	-1	1.3	1
15	-22%	9	1.2	17
16	-23%	-2	0.6	-8
17	-4%	4	-0.1	6
18	-21%	?	-1.4	-8
19	-13%	-2	.	.
20	3%	1	-0.3	-3
21	-22%	1	-0.7	-5
22	-11%	3	0.6	5
23	-5%	4	-0.6	-1
24	-11%	1	.	.

# Some values from above.
# no. 17 | D2 agonist = -0.1
# no. 22 | IDH1 R132H inh = -4%

# (further entries)
cpd	structure	TRHR enhancer	IDH1 R132H inh	TRHR agonist	TrxR1 substrate	TrxR1 inh
25	Cc1ccc(C(O)(C(=O)NNS(=O)(=O)c2ccc(C)cc2)c2ccc(C)cc2)cc1	1	6%	0.0	-14%	-9%
26	CC(C)(CO)NC(=O)C(c1ccccc1)c1ccccc1	-1	6%	0.7	9%[57.1 µM]	15%
27	CCCCSCc1ccc(C(=O)O)o1	7	11%	0.6	5%	-7%
28	CCc1cc2c(COC(=O)c3c(C)noc3C)cc(=O)oc2cc1O	33*	-14%	-0.9	9%	7%
29	COc1ccccc1NC(=O)Cn1nnc(-c2ccccc2NC(=O)c2cnccn2)n1	-2	0%	0.5	1%[57.1 µM]	11%
30	CC1CC2c3cccc(C(=O)O)c3C(=O)N2c2ccc(Cl)cc21 (centres undefined)	-6	-8%	1.1	-2%	9%
31	CCCc1cc(=O)n2nc(N3CCC(C(=O)Nc4c(F)c(F)c(F)c(F)c4F)CC3)sc2n1	4	-10%	-0.3	-3%[57.1 µM]	19%[57.1 µM]
32	COc1ccccc1CC(=O)N1CCOCC1	-4	-1%	0.6	5%	19%
33	CC(C)(C)C(=O)Cn1c(NCCCO)nc2ccccc21	1	3%	0.1	4%[57.1 µM]	10%
34	Cc1ccc(CCNC(=O)c2nnc(CS(=O)(=O)c3ccccc3)o2)cc1	1	-3%	0.6	1%[57.1 µM]	-2%[57.1 µM]
35	COc1ccc2c(c1)cc1n2CCN=C1NCCO	-4	8%	0.6	15%	-10%
36	Cc1cccc(N2CCN(C(=O)CCCCCn3c(=S)[nH]c4ccc(N5CCOCC5)cc4c3=O)CC2)c1C	0	9%	0.6	16%	5%

cpd	USP1 inh	PI4K2A inh	D2 agonist	D2 antagonist
25	-12%	4	0.8	1
26	-1%	1	0.2	12
27	-6%	0	0.2	-3
28	-11%	5	4.1	-30
29	2%	2	.	.
30	-18%	0	1.6	-1
31	-7%	11	0.5	38*
32	-21%	-7	1.0	2
33	-1%	4	0.2	-6
34	-22%	-2	0.0	4
35	-5%	-3	-0.4	-11
36	-23%	-3	1.5	-17

# Next part
cpd	structure	TRHR enhancer	IDH1 R132H inh	TRHR agonist	TrxR1 substrate	TrxR1 inh
37	COc1cccc(Oc2nc3c(c(=O)n(Cc4ccccc4F)c(=O)n3C)n2C)c1	-2	-4%	-1.3	-3%	6%
38	Cc1cc(C)n(CC(O)CN2c3ccccc3Sc3ccccc32)n1 (centres undefined)	2	11%	-0.3	8%[57.1 µM]	24%[57.1 µM]
39	NC(=O)COC(=O)c1cccc(NS(=O)(=O)/C=C/c2ccccc2)c1	-9	-6%	-0.7	1%	0%
40	CCOC(=O)C1=C(C)N=c2s/c(=C/c3ccco3)c(=O)n2C1c1cccc(OC)c1 (centres undefined)	18	4%	-0.4	-17%	?
41	CN1CCN(c2ccc(CNC(=O)c3cc4ccccc4o3)cc2)CC1	2	0%	0.3	6%	28%
42	Cc1cc(N2C(=O)CCC2=O)ccc1NC(=O)c1cccs1	11	6%	0.5	-1%[11.4 µM]	-8%[11.4 µM]
43	O=S(=O)(c1ccccc1)N1N=C(c2ccccc2)CC1c1ccccc1F (centres undefined)	0	6%	0.5	-6%	-1%
44	O=C(c1cnn2c(C(F)(F)F)cc(-c3ccccc3)nc12)N1CCCc2ccccc21	5	10%	-0.1	5%[57.1 µM]	11%[57.1 µM]
45	O=C(Cc1ccc(Cl)cc1)NCCc1ccc(F)cc1	.	12%	.	-6%	11%

cpd	USP1 inh	PI4K2A inh	D2 agonist	D2 antagonist
37	-16%	0	-0.6	.
38	-14%	-3	-1.3	11
39	-19%	5	-1.0	-8
40	?	-18	-1.9	-2
41	-21%	-2	0.2	6
42	-17%	-10	0.5	-7
43	-24%	4	-0.1	-2
44	10%	0	-0.5	-1
45	-12%	-3	.	.

# 7 compounds already listed, arranged by molar mass, descending.
cpd	structure	TRHR enhancer	IDH1 R132H inh	TRHR agonist	TrxR1 substrate	TrxR1 inh
36	Cc1cccc(N2CCN(C(=O)CCCCCn3c(=S)[nH]c4ccc(N5CCOCC5)cc4c3=O)CC2)c1C	0	9%	0.6	16%	5%
44	O=C(c1cnn2c(C(F)(F)F)cc(-c3ccccc3)nc12)N1CCCc2ccccc21	5	10%	-0.1	5%[57.1 µM]	11%[57.1 µM]
37	COc1cccc(Oc2nc3c(c(=O)n(Cc4ccccc4F)c(=O)n3C)n2C)c1	-2	-4%	-1.3	-3%	6%
43	O=S(=O)(c1ccccc1)N1N=C(c2ccccc2)CC1c1ccccc1F (centres undefined)	0	6%	0.5	-6%	-1%
38	Cc1cc(C)n(CC(O)CN2c3ccccc3Sc3ccccc32)n1 (centres undefined)	2	11%	-0.3	8%[57.1 µM]	24%[57.1 µM]
41	CN1CCN(c2ccc(CNC(=O)c3cc4ccccc4o3)cc2)CC1	2	0%	0.3	6%	28%
45	O=C(Cc1ccc(Cl)cc1)NCCc1ccc(F)cc1	.	12%	.	-6%	11%

cpd	USP1 inh	PI4K2A inh	D2 agonist	D2 antagonist
36	-23%	-3	1.5	-17
44	10%	0	-0.5	-1
37	-16%	0	-0.6	.
43	-24%	4	-0.1	-2
38	-14%	-3	-1.3	11
41	-21%	-2	0.2	6
45	-12%	-3	.	.
